eIF4E-4G inh = blocks eIF4E binding to eIF4G; inhibition, % at 21.7 µM; AID 782; actives 0.37% (n = 220,000); P63073+Q04637; TR-FRET eIF4E-eIF4GI(517-606) binding, 2 h;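 active = inhibition above about 30%, limit read from the data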;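 note: 0% = full FRET control wells and 100% = background wells lacking eIF4GI fragment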
EP2 mod = modulators of human EP2 prostaglandin E2 receptor | P43116 | EP2-expressing cells, cAMP HTRF FRET, PGE2 co-stimulation | induction, % at 25 µM | actives 0.83% (n = 260,000) | AID 940;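 active = compounds whose cAMP rise, as percent of the full-agonist control response, exceeds 60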;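 note: rat C6 glioma line stably carrying human EP2 under a CMV promoter; the protocol text gives 20 µM as final concentration; 100% = response of wells given 1 µM PGE2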
Target sequence (P43116 whole entry, looked up): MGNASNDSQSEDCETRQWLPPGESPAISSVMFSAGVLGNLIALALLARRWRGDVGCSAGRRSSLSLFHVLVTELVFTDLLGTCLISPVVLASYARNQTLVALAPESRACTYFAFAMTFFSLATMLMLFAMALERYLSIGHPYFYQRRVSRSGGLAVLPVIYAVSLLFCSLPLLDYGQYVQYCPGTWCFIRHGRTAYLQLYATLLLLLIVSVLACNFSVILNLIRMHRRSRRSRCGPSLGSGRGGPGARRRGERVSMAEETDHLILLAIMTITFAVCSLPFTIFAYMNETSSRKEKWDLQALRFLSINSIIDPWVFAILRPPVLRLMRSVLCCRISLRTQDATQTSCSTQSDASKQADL
Calpain2 inh = calpain II (pig) inhibition. actives 0.37% (n = 220,000). AID 1236. purified calpain II, fluorogenic peptide substrate, 30 min. inhibition, % at 16 µM;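 active = inhibition above about 50%, limit read from the data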
TbHK1 inh = blocks Trypanosoma brucei hexokinase 1 activity | actives 0.11% (n = 220,000) | inhibition, % at 10 µM | recombinant TbHK1, G6PDH-coupled NADH A340;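 active = inhibition of 50% or more in the single-dose primary screen; inactive = inhibition below 50%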
Rad51 HR inh = Rad51 (human) homologous recombination inhibition; Q06609; hRad51 DNA strand exchange, fluorescence dequenching; inhibition, % at 10 µM; actives 0.085% (n = 200,000); AID 1385;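 active = inhibition above 40% at the single screening dose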;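 note: 0% = DMSO control wells and 100% = blanks with heterologous ssDNA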
Target sequence (Q06609 whole entry, looked up): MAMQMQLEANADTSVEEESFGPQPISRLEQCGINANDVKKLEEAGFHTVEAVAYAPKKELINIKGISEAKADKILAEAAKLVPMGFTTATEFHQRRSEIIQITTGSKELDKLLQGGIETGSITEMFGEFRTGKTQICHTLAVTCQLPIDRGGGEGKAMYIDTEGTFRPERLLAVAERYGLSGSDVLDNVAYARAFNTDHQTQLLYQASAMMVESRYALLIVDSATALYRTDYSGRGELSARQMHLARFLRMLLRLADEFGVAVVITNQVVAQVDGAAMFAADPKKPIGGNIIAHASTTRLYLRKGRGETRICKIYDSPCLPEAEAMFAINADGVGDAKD
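Test system: preformed human Rad51 ssDNA filaments. Compound dosing: single dose, 10 µM final compound. Incubation: filaments 15 min 37 °C, then compound 30 min. Technique: FRET fluorescence dequenching, excitation 485 nm, emission 520 nm. Read-out basis: percent inhibition from fluorescence, normalised to plate control and blank means. Benchmarks: plate controls and plate blanks.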
14-3-3 Bad inh = disrupts binding of bovine 14-3-3 zeta to phospho-Bad peptide; actives 0.71% (n = 220,000); TR-FRET 14-3-3zeta/Dy647-pBad peptide displacement, 1 h; inhibition, % at 21.7 µM;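 active = inhibition above about 70%, limit read from the data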;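 note: 0% = full 14-3-3 plus peptide FRET controls and 100% = background without 14-3-3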
Target sequence (P63103 whole entry, looked up): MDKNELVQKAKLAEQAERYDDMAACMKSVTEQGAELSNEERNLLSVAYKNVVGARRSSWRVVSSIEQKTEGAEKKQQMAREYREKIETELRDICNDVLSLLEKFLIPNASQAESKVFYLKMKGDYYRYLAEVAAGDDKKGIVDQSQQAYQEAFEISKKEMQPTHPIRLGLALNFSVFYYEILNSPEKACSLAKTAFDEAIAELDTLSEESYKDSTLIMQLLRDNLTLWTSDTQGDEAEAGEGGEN
L929 necroptosis = blocks zVAD induced death of L929 cells. L929 zVAD necroptosis rescue, ATP luminescence, 24 h; with zVAD 60 µM. viability rescue, % at 10 µM. actives 0.38% (n = 220,000);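 active = activation, scaled between plate controls, above about 75%, limit read from the data; inactive = activation under that limit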;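 note: 0% = zVAD with DMSO and 100% = DMSO alone without zVAD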
Hck-Nef inh = inhibitors of human Hck kinase activated by Nef; P08631; Recombinant Hck-YEEI plus Nef, Z-Lyte FRET kinase assay; inhibition, % at 20 µM; actives 0.68% (n = 220,000);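 active = Hck-Nef kinase inhibition above about 50%, limit read from the data; inactive = inhibition below that limit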;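 note: 0% = DMSO with Hck plus Nef and 100% = Hck alone without Nef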
EP2 antag = EP2 receptor (human) inhibition; P43116; inhibition, % at 25 µM; C6 glioma cells expressing human EP2, cAMP TR-FRET; cells stimulated with saturating PGE2; actives 0.52% (n = 260,000);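 active = percent inhibition above 40 after rounding to a whole number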;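 note: rat C6 glioma host cells with rolipram phosphodiesterase inhibitor present; the protocol text gives 20 µM as final concentration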
* marks the source's active call; other numbers are inactive results; · = not tested or not shown; & = joins results of further samples; [ ] = remark or other dose. Some of the compounds tested; rates above refer to the full screens.

1. CC(C)NC(=S)N(C)C1(c2ccccc2Cl)CCCCC1=O (stereo not given)
2. COc1ccccc1OCC(=O)Nc1ccc(O)cc1C(=O)O
3. CC1(C)CC(CC(=O)NNc2nc(-c3ccccc3)cs2)C(=O)O1 (stereo not given)
4. CCCn1c(SCC(=O)NC2CCCC(C)C2C)n[nH]c1=O (stereo not given)
5. COC(=O)c1cc(OC)c(OC)cc1NC(=O)Nc1ccccc1F
6. CCOP(=O)(OCC)C(NCc1ccccc1)c1ccc(Br)cc1 (stereo not given)

assay / entry,1,2,3,4,5,6
eIF4E-4G inh,8.6,15.9[fluorescence artefact?],-48.1[fluorescence artefact?],-0.3,-0.4,-10.4[fluorescence artefact?]
EP2 mod,11.6,4.0,10.9,-12.4,-12.2,48.6
Calpain2 inh,4.3,-103.3,18.5,16.7,-44.6,-9.0
TbHK1 inh,8.7,-3.9,-2.4,-10.7,-15.4,-6.4
Rad51 HR inh,7.2,3.4,4.8,-1.5,18.7,0.3
14-3-3 Bad inh,-10.8[fluorescence artefact?],20.4[fluorescence artefact?],9.6,18.6,18.7,69.0[fluorescence artefact?]
L929 necroptosis,0.2,0.0,0.3,0.1,-0.1,-0.1
Hck-Nef inh,4.0,21.0,-4.7,-0.8,19.0,1.9
EP2 antag,6.3,7.6,0.4,6.3,4.5,11.8

7. CC1(C)CC(=O)C(C=NCCN2CCN(C(=S)Nc3cccc(Cl)c3)CC2)=C(O)C1
8. CCCC(=O)NC(=S)c1c(C)n(C)n(-c2ccccc2)c1=O
9. CC(=NCCCn1ccnc1)c1c(C)[nH]n(-c2ccc([N+](=O)[O-])cc2)c1=O
10. CCOCC(=O)Nc1nc2c(s1)C(=O)CC(C)(C)C2
11. CCOc1ccc2noc3c2c1C(=O)c1ccccc1-3
12. O=C(CSCc1ccccc1)N/N=C/c1ccc(OCC(=O)N2CCCCC2)cc1

assay / entry,7,8,9,10,11,12
eIF4E-4G inh,10.9,4.7,1.7,5.0,-9.0[fluorescence artefact?],0.7[fluorescence artefact?]
EP2 mod,14.9,14.8,-15.1,12.0,-37.8,-16.8
Calpain2 inh,-36.9,1.8,20.3,10.4,-7.4,19.8
TbHK1 inh,21.5,-23.6,-31.6,-29.5,15.0,30.1
Rad51 HR inh,2.0,3.6,-1.1,-12.7,-4.8,·
14-3-3 Bad inh,-9.4[fluorescence artefact?],-6.5,-4.6,0.8,10.8[fluorescence artefact?],6.9[fluorescence artefact?]
L929 necroptosis,0.2,2.3,0.6,-0.6,7.2,1.3
Hck-Nef inh,4.0,0.3,27.4,2.1,7.4,-0.5
EP2 antag,7.7,6.7,4.6,10.2,17.5,11.0

13. CCCc1nnc(NS(=O)(=O)c2ccc(OC)cc2)s1
14. CCCCCOC(=O)C(C)c1c(C)[nH]c(=S)[nH]c1=O (stereo not given)
15. O=C(NC1CCCC1)C1=COCCO1
16. COC(=O)C1=C(C)NC2=C(C(=O)CC(C)(C)C2)C1c1ccsc1 (stereo not given)
17. O=C(CN1C(=O)NC2(CCCC2)C1=O)N1CCc2ccccc2C1
18. O=C(Nc1ccccc1N1CCCCC1)c1ccc(N2C(=O)c3ccccc3C2=O)cc1

assay / entry,13,14,15,16,17,18
eIF4E-4G inh,2.3,2.1,2.8[fluorescence artefact?],1.6[fluorescence artefact?],-3.0,6.3
EP2 mod,-49.5&2.6,10.5,-10.7,19.1,-35.0,18.1
Calpain2 inh,30.1,5.8,9.1,-125.4,36.6,2.0
TbHK1 inh,1.3,6.4,2.9,-7.2,0.4,1.9
Rad51 HR inh,-6.4,-5.2,4.6,7.3,1.0,-1.2
14-3-3 Bad inh,3.9,9.1,11.4[fluorescence artefact?],-0.9,4.7,-2.2
L929 necroptosis,14.1,0.0,-0.1,-1.0,1.8,0.6
Hck-Nef inh,10.7,-0.3,-1.8,32.0,22.0,-1.2
EP2 antag,2.4&1.9,7.0,11.3,11.6,6.5,7.0

19. CCc1cccc(C)c1NC(=O)CSc1ncn[nH]1
20. O=C(Nc1cc2c3c(c1)C1CCCC1CN3CC1CCCC21)c1ccccc1 (stereo not given)
21. CC1CCCCN1CCNC(=O)c1cc2c(-c3ccccc3F)nn(C)c2s1 (stereo not given)
22. CCC(C)(C(=O)NC1CCCCC1)N(C(=O)C1CCC(=O)N1)c1ccc(C)cc1 (stereo not given)
23. CCOC(=O)CSc1cc(-c2ccccc2)nc2ncnn12
24. CCc1ccc(C(=O)COC(=O)c2cc([N+](=O)[O-])ccc2NCCO)cc1

assay / entry,19,20,21,22,23,24
eIF4E-4G inh,-8.3,2.8,0.3,-8.8[fluorescence artefact?],1.8,-3.2[fluorescence artefact?]
EP2 mod,3.2,17.0,-43.1,9.2,-7.7,0.7
Calpain2 inh,-14.8,-83.8,-186.3,-67.1,10.8,43.3
TbHK1 inh,-2.3,-7.5,-0.9,1.9,-6.8,-1.8
Rad51 HR inh,1.9,3.2,2.9,-0.6,-31.4,4.8
14-3-3 Bad inh,-2.0[fluorescence artefact?],5.9,-10.4,-1.3[fluorescence artefact?],1.3,-6.1
L929 necroptosis,1.1,0.4,4.7,2.1,0.2,1.5
Hck-Nef inh,0.9,1.5,1.9,-1.5,11.0,1.5
EP2 antag,16.7,11.4,13.9,13.6,9.2,3.5

25. CCOC(=O)N1CCN(C(=O)C2CCCN(S(=O)(=O)c3cc(C)ccc3OC)C2)CC1 (stereo not given)
26. CCOC(=O)c1c(C)[nH]c(C(=O)COC(=O)CNC(=O)C2CCCCC2)c1C
27. CC(=O)[C@@]1(O)CC[C@H]2[C@@H]3C[C@H](C)C4=CC(=O)CC[C@]4(C)[C@H]3CC[C@@]21C
28. Cc1cccc(C(=O)N(Cc2nc3ccccc3c(=O)[nH]2)C2CCCC2)c1
29. CCCNC(=O)/C(=C/c1cn(S(=O)(=O)N(C)C)c2ccccc12)NC(=O)c1ccc(OC)cc1
30. Cn1cc(C(=O)N/N=C/c2ccc([N+](=O)[O-])cc2)c2ccccc21

assay / entry,25,26,27,28,29,30
eIF4E-4G inh,3.0,-0.3,4.8,2.0,-0.8,7.1
EP2 mod,10.7,27.5,26.7,45.0,21.7,-11.7
Calpain2 inh,-24.2,20.8,7.1,1.0,-29.5,-18.2
TbHK1 inh,0.0,-0.8,-2.6,2.2,-13.4,-26.2
Rad51 HR inh,-8.8,1.1,-1.2,1.5,·,-6.8
14-3-3 Bad inh,-2.9,-8.8,4.6,-10.2,-9.2,51.7
L929 necroptosis,-0.1,-0.7,54.9,-1.6,-0.2,1.2
Hck-Nef inh,0.8,-0.6,-1.1,17.0,4.6,5.4
EP2 antag,13.9,6.5,13.4,9.7,9.6,8.6

31. CCCC(=O)OC/C(O)=C(\C#N)c1nc2ccccc2[nH]1
32. CC(C)CCNC(=O)CCCOc1cc(=O)n(C)c2ccccc12
33. CCN(CCNC(=O)C1CC(=O)N(CCc2ccccc2)C1)c1ccccc1 (stereo not given)
34. CN1CC(=O)N(CC(=O)NCc2ccc(F)cc2)c2ccccc2C1=O
35. Cc1ccccc1NC(=O)NC1(C(=O)N2CCCC2)CCCCC1
36. CC(=O)N1CCC(=NNc2ccc(S(N)(=O)=O)cc2[N+](=O)[O-])CC1

assay / entry,31,32,33,34,35,36
eIF4E-4G inh,-1.1,-3.5,-2.5,3.0,-2.6,-2.4
EP2 mod,-33.8,21.2,-39.0,-25.1&-37.4,20.5,-3.0
Calpain2 inh,-15.4,-23.3,17.5,28.5,-19.1,-7.0
TbHK1 inh,-0.1,0.1,-4.6,-1.9,-4.6,-7.1
Rad51 HR inh,-52.2,·,0.5,-4.8,3.4,0.5
14-3-3 Bad inh,-20.1,4.8,-4.4,12.3,0.0,1.3
L929 necroptosis,32.1,2.7,1.6,0.0,4.4,0.7
Hck-Nef inh,13.3,0.0,1.7,1.4,25.1,14.4
EP2 antag,6.6,·,18.8,9.1&13.1,6.7,1.4

37. COCCNC(=O)C(OC(=O)c1cccs1)c1ccc(F)cc1 (stereo not given)
38. COc1ccc(CCNC(=O)COC(=O)/C=C/c2cccs2)cc1OC
39. CCC(C)(C)c1nnc(NC(=O)c2ccc([N+](=O)[O-])cc2)s1
40. O=C(COC(=O)c1ccc(Oc2ccccc2)cc1)Nc1nnc(-c2ccccc2)o1
41. COc1cccc(C(=O)Nc2ccccc2C(=O)N2CCCC2)c1
42. COc1cccc(NC(=O)c2ccco2)c1

assay / entry,37,38,39,40,41,42
eIF4E-4G inh,3.4,0.0,2.3,4.9,-1.2,-6.3
EP2 mod,-4.6&24.7,-62.0,3.8,19.8,26.2,-8.2
Calpain2 inh,-5.3,25.9,-29.2,-30.3,-2.1,31.6
TbHK1 inh,-2.5,-20.5,-17.6,12.0,-4.9,4.1
Rad51 HR inh,·,-2.0,4.8,-1.7,0.3,5.3
14-3-3 Bad inh,-2.7,-2.5,0.1,-5.1,-6.0,-11.8[fluorescence artefact?]
L929 necroptosis,0.7,2.5,-0.6,1.5,0.0,-0.4
Hck-Nef inh,8.8,19.3,4.9,8.3,-1.0,-0.9
EP2 antag,8.4&1.5,7.0,18.4,2.7,9.0,7.5

43. O=C1OCCC1Sc1nnc(-c2cccs2)n1Cc1ccccc1 (stereo not given)
44. CC(=O)c1c(C)[nH]c(C(=O)N(C)C(c2ccccc2)c2ccccc2)c1C
45. Nc1c(-c2cccc(Cl)c2)cnn1-c1cccc([N+](=O)[O-])c1
46. CCOC(=O)c1ccc2ncc(C(=O)OCC)c(Nc3ccc(N4CCOCC4)cc3)c2c1
47. CN1CCCC(OC(=O)c2cc(Br)ccc2Cl)C1 (stereo not given)
48. CCOC(=O)C1CCN(C(=O)CSCc2nc(-c3ccc(OCC)cc3)oc2C)CC1

assay / entry,43,44,45,46,47,48
eIF4E-4G inh,6.6,-3.0,2.4,-5.3,8.7,5.8
EP2 mod,6.9,36.3,-17.1,2.7,-12.3,20.7
Calpain2 inh,6.6,21.2,25.5,-13.1,-8.3,3.8
TbHK1 inh,0.1,-7.7,1.8,-12.8,3.6,-3.0
Rad51 HR inh,3.4,5.4,8.2,0.7,-6.1,0.1
14-3-3 Bad inh,-4.4,-4.2,8.9,-4.6,11.1,3.2
L929 necroptosis,0.9,1.4,1.2,12.8,-0.5,0.9
Hck-Nef inh,1.0,29.9,0.7,72.9*,-4.7,-9.2
EP2 antag,5.3,2.3,-1.3,4.3,11.8,20.8

49. Cc1nn(-c2ccccc2)c(Cl)c1/C=C1/C(=N)N2N=C(C(C)C)SC2=NC1=O
50. O=C1CC(N2CCC(O)(c3ccc(Br)cc3)CC2)C(=O)N1c1ccc(Cl)cc1 (stereo not given)
51. CC(C)(C)NC(=O)COC(=O)c1ccc(F)cc1Cl
52. CC1=CC(C)(C)n2c(O)c(N=NC(N)=S)c3cccc1c32
53. CCOC(=O)C1CCN(S(=O)(=O)c2ccc(OCC)cc2)CC1

assay / entry,49,50,51,52,53
eIF4E-4G inh,-6.5,11.2[fluorescence artefact?],0.2,0.8,-0.1
EP2 mod,27.1,-13.2,-3.5,24.3,-7.8
Calpain2 inh,-9.8,1.4,30.7,-8.0,-11.7
TbHK1 inh,-7.6,2.7,2.4,1.4,-4.0
Rad51 HR inh,-4.4,4.8,-2.1,-6.5,-0.3
14-3-3 Bad inh,52.8[fluorescence artefact?],1.5,24.2,7.8[fluorescence artefact?],4.4
L929 necroptosis,-0.4,1.4,1.1,0.4,0.2
Hck-Nef inh,8.3,2.2,21.9,6.1,0.3
EP2 antag,3.0,7.0,1.0,6.7,23.2
